Compound activity as filed in PubChem.
TRHR enhancer = allosterically enhances the human TRH receptor; P34981; enhancement, % at 2 µM; TRHR cells, fluo-8 calcium fluorescence, EC20 TRH enhancement; 360,000 tested, 0.66% active; AID 493056; in the data active means enhancement above about 30%; further: 0% is about no effect
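Enhancer read-out: after compound pinning and an initial kinetic agonist-mode read, an EC20 of TRH (10 nM final) was injected and fluo-8 calcium signal (Ex 480/Em 530) followed at 1 s/cycle for 100 cycles in TRHR-expressing cells.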
D1 PAM = human D1 dopamine receptor positive modulation; P21728; HEK293 TREx D1 cells, calcium flux, dopamine EC20 potentiation; potentiation, % at 10 µM; 360,000 tested, 0.036% active; AID 504651; in the data active means potentiation above about 30%; further: 0% is about no effect
Target sequence (P21728 whole entry, looked up): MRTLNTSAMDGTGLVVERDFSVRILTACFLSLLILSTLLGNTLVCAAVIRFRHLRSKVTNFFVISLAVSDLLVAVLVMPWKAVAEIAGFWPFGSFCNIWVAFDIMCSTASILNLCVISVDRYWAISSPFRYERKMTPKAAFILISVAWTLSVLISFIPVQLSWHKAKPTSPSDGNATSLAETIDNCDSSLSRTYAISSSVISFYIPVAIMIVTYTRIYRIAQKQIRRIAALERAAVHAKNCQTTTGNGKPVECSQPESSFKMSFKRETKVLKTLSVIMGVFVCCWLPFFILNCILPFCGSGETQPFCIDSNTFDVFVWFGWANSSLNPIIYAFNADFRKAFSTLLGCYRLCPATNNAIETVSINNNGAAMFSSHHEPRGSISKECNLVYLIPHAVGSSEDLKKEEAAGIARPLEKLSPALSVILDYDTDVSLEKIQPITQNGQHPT
Anesthetic bind = binds horse apoferritin like a general anesthetic. apoferritin/1-aminoanthracene competitive binding, fluorescence. Potency, µM (highest dose often 77.5 µM), for inactives: at the top dose activity change, negative = displacement, hits mostly inhibitors. 350,000 tested, 0.074% active. AID 485281; further: potency means the concentration at half of the fitted maximal effect; on the % scale 0 is the no-effect control and ±100 the full control effect; nearly all actives have a fitted effect of over 20% in size
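10 uM apoferritin + 50% sat. 1-AMA, PBS; cpd 10 min RT; Ex380/Em535 endpoint; normalized to free probe vs complex; 4-param Hill fit; propofol titration as pos. ctrl.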
D1 antagonist = antagonists of human D1 dopamine receptor. AID 504652. activity change, negative = inhibition, % at 10 µM. HEK293 TREx D1 cells, calcium flux, dopamine EC80; hits give low values. 360,000 tested, 3.2% active; in the data active means activity change below about -30%; further: on the % scale 0 is the no-effect control and ±100 the full control effect
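After overnight tetracycline induction at 30 C, force-coupled D1 HEK293 cells took up a no-wash calcium dye at room temperature. Compounds were added and monitored 180 s, and the response to EC80 dopamine was then recorded.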
D2 PAM = positive allosteric modulators of human D2 dopamine receptor | 340,000 tested, 0.34% active | AID 485347 | HEK293 T-REx D2, calcium flux, EC20 dopamine potentiation | P14416 | potentiation, % at 10 µM;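 active means potentiation over 3 SD above the plate norm, cut at about 30% in these data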; further: 0% is about no effect
Target sequence (P14416 whole entry, looked up): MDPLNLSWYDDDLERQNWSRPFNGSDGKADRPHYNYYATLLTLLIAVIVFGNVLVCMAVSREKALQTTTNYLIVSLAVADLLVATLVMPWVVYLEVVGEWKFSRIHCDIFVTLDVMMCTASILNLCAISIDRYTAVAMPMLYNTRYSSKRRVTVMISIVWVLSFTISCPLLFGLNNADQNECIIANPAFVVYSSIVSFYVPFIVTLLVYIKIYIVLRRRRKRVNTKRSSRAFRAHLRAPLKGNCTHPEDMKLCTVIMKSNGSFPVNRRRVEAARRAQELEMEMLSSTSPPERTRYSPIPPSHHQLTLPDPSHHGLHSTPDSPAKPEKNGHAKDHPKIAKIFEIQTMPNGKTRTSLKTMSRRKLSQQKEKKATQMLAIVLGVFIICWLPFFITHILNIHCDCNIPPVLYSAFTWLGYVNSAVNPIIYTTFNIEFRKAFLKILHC
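Cells plated with tetracycline inducer and held overnight at 30 C; calcium dye loaded 30–90 min at room temperature; baseline taken, compound added and read 180 s; EC20 dopamine then added and read 180 s.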
TRHR ag = TRH receptor (human) agonism; TRHR cells, calcium flux fluo-8, FDSS agonist mode; activation, % at 2 µM; 360,000 tested, 0.18% active; AID 493084; in the data active means activation above about 30%; further: 0% is about no effect
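Fluo-8-loaded TRHR cells; 10 s baseline, compound added, kinetic Ca2+ fluorescence read 1/s, agonist mode.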
D1 agonist = agonists of human D1 dopamine receptor; 360,000 tested, 1% active; P21728; HEK293 T-REx D1 cells, calcium flux, agonist mode; AID 504660; activation, % at 2 µM; in the data active means activation above about 30%; further: 0% is about no effect
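Agonism was scored from calcium flux recorded over 180 s (1 read/s) after pintool compound addition, following a 10-cycle baseline. Cells were inducible force-coupled HEK293 TREx D1, plated overnight at 30 C and loaded with no-wash calcium dye.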
RXFP1 antagonist = antagonists of human relaxin receptor RXFP1 | Q9HBX9 | HEK293-RXFP1, relaxin-stimulated cAMP HTRF, 30 min; hits give low values | activity change, negative = inhibition, % at 57.5 µM | 350,000 tested, 0.59% active;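 active means activity change of -60% or lower, but not beyond a set lower limit; inconclusive means change between -60% and -40%, or beyond the set limit; inactive means change above -40%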; further: on the % scale 0 is the no-effect control and ±100 the full control effect
RXFP1 agonist = RXFP1 (human) receptor agonism; Q9HBX9; HEK293T-RXFP1 cAMP TR-FRET, 30 min; response scale: percent of porcine relaxin response, buffer zero; Potency, µM (highest dose often 57.5 µM), inactives show at the highest dose activation, hits mostly activators; 370,000 tested, 0.3% active; AID 2676; further: potency means the concentration at half of the fitted maximal effect; on the % scale 0 is the no-effect control and ±100 the full control effect; nearly all actives have a fitted effect of over 60% in size; many of its hits are not listed in these tables
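cAMP rise read by TR-FRET after 30 min, 37C compound exposure (up to 58 uM) in RXFP1-transfected HEK293 cells with Ro 20174 present. EC50 from Hill-equation fits, with 29 nM porcine relaxin as 100% and buffer as basal.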
* hit, by the source's call; & = joins results of further samples; [ ] = another dose, or the depositor's remark. Unless noted, the call rests on the fitted dose curve; in most records, active means well fitted curve in the direction sought with a large enough effect; inconclusive means small, poorly fitted or top-dose-only effect, or another doubt; inactive means no such curve, though single readings can be large; an effect the other way counts as inactive or inconclusive. This is a subset (hit frequency here may not be typical).

Cc1ccc(-c2csc(NC(=O)COC(=O)c3cccc(S(=O)(=O)N4CCOCC4)c3)n2)cc1 was read as TRHR enhancer -1, D1 PAM -11, Anesthetic bind inconclusive, D1 antagonist -11, D2 PAM -4, TRHR ag -0.3, D1 agonist 0, RXFP1 antagonist -6 and RXFP1 agonist 0.3%.
Screening O=C(CCC(=O)N1CCN(c2ccccc2F)CC1)c1ccc(F)cc1 returned TRHR enhancer 0, D1 PAM -7, Anesthetic bind -8%, D1 antagonist -5, D2 PAM 0, TRHR ag 0.1, D1 agonist 1, RXFP1 antagonist 4 and RXFP1 agonist -1.4%.
For O=C(CN(c1ccccc1)S(=O)(=O)c1ccccc1)NCCSc1nc2ccccc2s1 the results were TRHR enhancer -6, D1 PAM 1, Anesthetic bind -10%, D1 antagonist -63*, D2 PAM 9, TRHR ag 0.9, D1 agonist 8, RXFP1 antagonist 5 and RXFP1 agonist 2.8%.
O=C(/C=C\c1ccc(-c2ccccc2)o1)c1ccccc1 was read as TRHR enhancer 3, D1 PAM -2, Anesthetic bind -11%, D1 antagonist 1, TRHR ag 2.4, D1 agonist 5, RXFP1 antagonist 5 and RXFP1 agonist 0.4%.
Screening CCCCN(C)CCCNC(=O)Cn1ncc2c3ccccc3n(Cc3cc(C)ccc3C)c2c1=O returned TRHR enhancer 4, D1 PAM -1, Anesthetic bind 29%, D1 antagonist 0, D2 PAM 10, TRHR ag -1.9, D1 agonist 96*, RXFP1 antagonist -12 and RXFP1 agonist -1.4%.
Screening CCOC(=O)N1CCN(C(=O)COc2cccc3c2CCN(Cc2ccccc2F)C3=O)CC1 returned TRHR enhancer 7, D1 PAM 1, Anesthetic bind 9%, D1 antagonist -31*, D2 PAM -4, TRHR ag -0.5, D1 agonist 1, RXFP1 antagonist 19 and RXFP1 agonist 0.0%.
Screening CC(C)(C)c1nc2c(C#N)c(-c3ccc(Cl)cc3)ccn2n1 returned TRHR enhancer -4, D1 PAM 1, Anesthetic bind -20%, D1 antagonist -1, D2 PAM 0, TRHR ag 2.6, D1 agonist 0, RXFP1 antagonist -7 and RXFP1 agonist -0.4%.
COC(=O)c1c(NC(=O)/C=C/c2ccc3c(c2)OCO3)sc(C)c1C was read as TRHR enhancer -10, D1 PAM 0, Anesthetic bind -7%, D1 antagonist 0, D2 PAM 11, TRHR ag 0.1, D1 agonist 3, RXFP1 antagonist 17 and RXFP1 agonist 0.2%.
O=C(C1=C[C@H](C2CCCCC2)C[C@H](OCCCCO)O1)N1CCN(Cc2ccccc2)CC1 was read as TRHR enhancer 7, D1 PAM -3, Anesthetic bind -23%, D1 antagonist -25, D2 PAM 9, TRHR ag -0.2, D1 agonist -4 and RXFP1 agonist -1.3%.
`N#Cc1ccc(NC(=O)Nc2cccc(C#N)c2)cc1` gave TRHR enhancer 4, D1 PAM -13, Anesthetic bind -7%, D1 antagonist -63*, D2 PAM -11, TRHR ag 3.0, D1 agonist 32*, RXFP1 antagonist 1 and RXFP1 agonist 0.8%.

Structures shown so far that have fluorine, in the order listed:
Screening O=C(CCC(=O)N1CCN(c2ccccc2F)CC1)c1ccc(F)cc1 returned TRHR enhancer 0, D1 PAM -7, Anesthetic bind -8%, D1 antagonist -5, D2 PAM 0, TRHR ag 0.1, D1 agonist 1, RXFP1 antagonist 4 and RXFP1 agonist -1.4%.
Screening CCOC(=O)N1CCN(C(=O)COc2cccc3c2CCN(Cc2ccccc2F)C3=O)CC1 returned TRHR enhancer 7, D1 PAM 1, Anesthetic bind 9%, D1 antagonist -31*, D2 PAM -4, TRHR ag -0.5, D1 agonist 1, RXFP1 antagonist 19 and RXFP1 agonist 0.0%.

Later entries
`COc1ccc([N+](=O)[O-])cc1NC(=O)CCN1CCN(c2ccccc2)CC1` gave TRHR enhancer -3, D1 PAM -5, Anesthetic bind -9%, D1 antagonist -4, TRHR ag 0.7, D1 agonist 2, RXFP1 antagonist -6 and RXFP1 agonist 0.0%.
For CCOc1ccc(OCC)c(NC(=O)c2nnn(CC(=O)Nc3ccc(C)cc3C)c2N)c1 the results were TRHR enhancer 15, D1 PAM 7, Anesthetic bind -10%, D1 antagonist 10, D2 PAM -6, TRHR ag 0.6, D1 agonist 0 and RXFP1 agonist 2.0%.
`COC(C[C@@H]1O[C@@H]1C(=O)COCc1ccccc1)OC` gave TRHR enhancer 0, D1 PAM -3, Anesthetic bind -3%, D1 antagonist -28, D2 PAM -6, TRHR ag -0.4, D1 agonist 3 and RXFP1 agonist -3.7%.
`O=C(N/N=C/c1c(Cl)cccc1Cl)c1ccc(F)cc1` gave TRHR enhancer -2, D1 PAM 7, Anesthetic bind -15%, D1 antagonist -27, D2 PAM -12, TRHR ag -0.1, D1 agonist 3, RXFP1 antagonist -7 and RXFP1 agonist 1.6%.
For Cc1cccc(NS(=O)(=O)c2ccc(C)c(NS(=O)(=O)c3cccs3)c2)c1 the results were TRHR enhancer -1, D1 PAM -4, D1 antagonist -16, TRHR ag 0.0, D1 agonist 7, RXFP1 antagonist -36 and RXFP1 agonist -0.4%.
`COc1ccc(C2c3[nH]c4ccccc4c3CCN2Cc2cccn2-c2ncccn2)cc1C` (centres undefined) gave TRHR enhancer -1, D1 PAM -5, Anesthetic bind -3%, D1 antagonist -8, D2 PAM -3, TRHR ag 5.8, D1 agonist 27, RXFP1 antagonist -14 and RXFP1 agonist -0.4%.
`O=C(CSc1nc2ccccc2n1CCc1ccccc1)N1CCOCC1` gave TRHR enhancer 4, D1 PAM 3, Anesthetic bind -9%, D1 antagonist 17, D2 PAM -11, TRHR ag 0.1, D1 agonist -1, RXFP1 antagonist -2 and RXFP1 agonist 0.9%.
For CC(C)S(=O)(=O)c1oc(-c2ccc(F)cc2)nc1S(=O)(=O)c1ccc(F)cc1 the results were TRHR enhancer -7, D1 PAM 3, Anesthetic bind -17%, D1 antagonist 6, D2 PAM -9, TRHR ag 0.2, D1 agonist 1, RXFP1 antagonist -90* and RXFP1 agonist -2.2%.
`O=c1ccc(-c2ccccc2)nn1Cc1ccc(F)cc1Cl` gave TRHR enhancer -5&-8, D1 PAM -9&-2, Anesthetic bind inconclusive, D1 antagonist -10&5, D2 PAM 0&4, TRHR ag 0.8&-0.5, D1 agonist 4&1, RXFP1 antagonist -20 and RXFP1 agonist 2.9%&0.9%.
Screening COc1cc(C)c(C(N)=O)c(OC)n1 returned TRHR enhancer -2, D1 PAM 1, Anesthetic bind 13%, D1 antagonist -1, D2 PAM 7, TRHR ag 0.8, D1 agonist 3, RXFP1 antagonist 6 and RXFP1 agonist 0.5%.
C=CCOc1cccc(C2/C(=C(/O)c3ccc(C)cc3)C(=O)C(=O)N2CCN2CCOCC2)c1 (centres undefined) was read as TRHR enhancer 15, D1 PAM -1, Anesthetic bind -8%, D1 antagonist -5, D2 PAM 8, TRHR ag -0.9, D1 agonist 4, RXFP1 antagonist 1 and RXFP1 agonist 3.0%.
For C=CCn1c(SCC(=O)N2CCOCC2)nc2sc3c(c2c1=O)CCCC3 the results were TRHR enhancer 0, D1 PAM -5, Anesthetic bind -11%, D1 antagonist 7, D2 PAM -4, TRHR ag -0.2, D1 agonist 4, RXFP1 antagonist -4 and RXFP1 agonist 5.4%.
C=CCC(CC=C)(NC(=O)c1cccc(C)c1)c1ccccc1 was read as TRHR enhancer -4, D1 PAM 6, Anesthetic bind -1%, D1 antagonist 1, D2 PAM 8, TRHR ag 1.0, D1 agonist 9, RXFP1 antagonist -14 and RXFP1 agonist -0.1%.
Screening CCOc1ccc(CCNC(=O)Cc2ccc(NC3=NC4CS(=O)(=O)CC4S3)cc2)cc1OCC (centres undefined) returned TRHR enhancer -6, D1 PAM -1, Anesthetic bind 0%, D1 antagonist -3, D2 PAM -6, TRHR ag 0.0, D1 agonist 4, RXFP1 antagonist 9 and RXFP1 agonist 0.4%.
`COc1ccc(-c2cc(C(=O)Nc3c(C)n(C)n(-c4ccccc4)c3=O)c3ccccc3n2)c(OC)c1` gave TRHR enhancer -5, D1 PAM 0, Anesthetic bind -12%, D1 antagonist -30, D2 PAM 15, TRHR ag 1.1, D1 agonist -1, RXFP1 antagonist -19 and RXFP1 agonist 1.4%.
COc1ccccc1C(=O)NCc1ccc2c(c1)CCN2C(=O)c1cccc(C)c1 was read as TRHR enhancer 4, D1 PAM 4, Anesthetic bind 1%, D1 antagonist 2, D2 PAM 5, TRHR ag -0.8, D1 agonist 2, RXFP1 antagonist -22 and RXFP1 agonist 3.5%.
O=C(N/N=C/c1coc2ccccc2c1=O)c1cc2ccccc2o1 was read as TRHR enhancer 5, D1 PAM -1, Anesthetic bind -8%, D1 antagonist -11, D2 PAM -3, TRHR ag 0.4, D1 agonist 1, RXFP1 antagonist -4 and RXFP1 agonist 1.5%.
Screening COc1ccc2nc(SCC(=O)Nc3nccs3)[nH]c2c1 returned TRHR enhancer -2, D1 PAM -4, Anesthetic bind -6%, D1 antagonist 0, D2 PAM -3, TRHR ag 0.2, D1 agonist 0, RXFP1 antagonist -9 and RXFP1 agonist 1.0%.
`COc1ccc(S(=O)(=O)N2CCOCC2)cc1NC(=O)Cc1sc(C)nc1-c1ccc(F)cc1` gave TRHR enhancer -6, D1 PAM -4, D1 antagonist -14, D2 PAM 4, TRHR ag -0.4, D1 agonist 0, RXFP1 antagonist 16 and RXFP1 agonist 2.4%.
`CCCC(CCC)C(=O)Nc1cc(-c2cn3cccnc3n2)ccc1OC` gave TRHR enhancer -2, D1 PAM -3, Anesthetic bind 35%[activator], D1 antagonist -3, D2 PAM -9, TRHR ag -0.6, D1 agonist 0, RXFP1 antagonist 7 and RXFP1 agonist 9.1%.
Screening CCOc1ccc(N(C(=O)c2snc(C(N)=O)c2N)C(C)C(=O)NC2CCCCC2)cc1 (centres undefined) returned TRHR enhancer 5, D1 PAM 4, Anesthetic bind -6%, D1 antagonist -12, TRHR ag -0.7, D1 agonist -1, RXFP1 antagonist -2 and RXFP1 agonist -0.6%.
